High-throughput results from PubChem.
S3 lipid droplet – qHTS Assay for Lipid Storage Modulators in Drosophila S3 Cells. Drosophila S3 cells, BODIPY lipid droplet fluorescence, 18-24 h; cells fed with added oleic acid. Potency in µM for hits, for the others lipid storage change, negative = inhibition, % at the top dose, mostly 46.1 µM. 320,000 compounds, 0.64% hits. AID 2685; active means well fitted inhibition curve with a large enough effect in the signal ratio, with a control signal flat, not every such curve was filed as active; inconclusive means small, poorly fitted or top-dose-only effect, or effect the other way, or a change in a side signal; the % refers to the signal ratio
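Drosophila S3 cells loaded with oleic acid (400 uM, as added) and compounds at several concentrations; lipid droplets imaged by 488-nm laser-scanning cytometry, 500–530 nm intensity and object ratio to cell channel. Percent activity normalized to 20 uM Triacsin C.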
S3 lipid droplet cell count max – also measured in S3 lipid droplet; calls as there; cell number change, %; measured here: cell count max response;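 cells counted by Cell Tracker Red CMTPX staining in the red channel; peak over a dose series mostly up to 46.1 µM; percent activity relative to internal control wells on each plate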
* = called active by the depositor; i = inactive; u = inconclusive; x = not tested or not shown; [ ] = remark or other dose. On the % scale 0 is the no-effect control and ±100 the full control effect; potency means the concentration at half of the fitted maximal effect. An excerpt, so the mix of outcomes need not match the whole.

SMILES	S3 lipid droplet	S3 lipid droplet cell count max
CC(=O)Nc1ccc(S(=O)(=O)N(CCCN2CCOCC2)Cc2cccs2)cc1	4%	10
O=C(NNC(=O)C1CCC1)c1ccc(Cl)cc1	5%	3
COc1ccccc1CNC(=O)CC1Sc2ccccc2NC1=O (stereo not drawn)	u	x
CCN(CC)C(=S)SSC(=S)N(CC)CC	u	x
Cc1ccc(/C=N/NC(=O)NN(C)c2ncc(C(F)(F)F)cc2Cl)cc1	3%	2
O=C1c2oc3ccc(Cl)cc3c(=O)c2C(c2cccc(Br)c2)N1CCO (stereo not drawn)	u	x
Cc1cc(C)nc(N2CCN(c3ccc(F)cc3)CC2)n1	u	x
CCOC(=O)C1=C(C)N(C)C(=S)N(C)C1c1ccc(OC)cc1 (stereo not drawn)	2%	x
CCN(CC)C(=O)c1ccc2nc3ccccc3nc2c1	u	x
Cc1cccc(N(Cc2ccccc2)C(=O)c2cc(S(=O)(=O)N3CCOCC3)ccc2Cl)c1	u	x
Cc1occc1-c1nnc(SCC(=O)Nc2ccccc2-c2ccccc2)n1C	u	x
CN(C)c1ccc(-c2ccc3c(=O)c4ccccc4n(C)c3c2)cn1	23µM*	-7.5*
COc1cc(OC)cc(C(=O)N[C@H](C(=O)OCC(=O)Nc2cccc(F)c2)C(C)C)c1	u	x
Cc1ccc(C)c(S(=O)(=O)N2CCN(C(=O)c3ccc(N4CCCC4)c([N+](=O)[O-])c3)CC2)c1	-6%	-24
OC1(c2ccccc2)CCN(Cc2ccccc2)C2CCCCC21 (stereo not drawn)	-16%	0
COC(=O)CON1C(=O)c2ccccc2C1=O	26µM*	-17*
COc1ccc2[nH]c3c(c2c1)CCN1C(=O)N([C@@H](C)C(=O)NCc2ccc(F)cc2)C(=O)[C@]31C	-26%	-13
CC(Oc1ccc(Cl)cc1Cl)C(=O)NNC(=O)[C@@H]1CCCC[C@@H]1C(=O)O (stereo partly drawn)	6%	-3
O=C(NCCN1C(=O)C2C3C=CC(C3)C2C1=O)NCc1ccccc1 (stereo not drawn)	u	x
CCc1ccc(C(=O)NNC(=O)Cn2c(=O)cnc3ccccc32)cc1	10%	-16
Cc1cccc(CCNC(=O)c2cccc(N3CCCC3=O)c2)c1	-10%	-21
CCN(CC)CCN(C(=O)Cn1nnc(-c2ccc(OC)c(OC)c2)n1)C(C(=O)NC1CCCC1)c1ccc(F)cc1 (stereo not drawn)	-15%	4
CN1C(=O)NC(c2ccccc2[N+](=O)[O-])C2=C1CC(C)(C)CC2=O (stereo not drawn)	-22%	-2
O=C(NCCN1CCN(c2ccccc2)CC1)c1ccc(NC(=O)C2CCCO2)cc1 (stereo not drawn)	i	x
CC(C)C(=O)NCCCc1ccccc1	-6%	-19

Overlap with the part before: 3 compounds; new compounds follow.
SMILES	S3 lipid droplet	S3 lipid droplet cell count max
CN1C(=O)NC(c2ccccc2[N+](=O)[O-])C2=C1CC(C)(C)CC2=O (stereo not drawn)	-22%	-2
O=C(NCCN1CCN(c2ccccc2)CC1)c1ccc(NC(=O)C2CCCO2)cc1 (stereo not drawn)	i	x
CC(C)C(=O)NCCCc1ccccc1	-6%	-19
CCCn1c(SCC(=O)C(C)(C)C)nc2ccccc21	23%	19
CC(=O)NC(CC(=O)Nc1nc(-c2ccccc2)c(C(C)=O)s1)c1ccccc1 (stereo not drawn)	u	x
CCOc1ccccc1NC(=O)CN1CCC(NC(=O)Nc2ccccc2)CC1	32%	1
COc1coc(C(O)CN)cc1=O (stereo not drawn)	0%	10
CC1CCCN(c2cc(N(C)CCO)c([N+](=O)[O-])c3nonc23)C1 (stereo not drawn)	3%	7
CC1CCN(S(=O)(=O)c2ccc(NC(=O)CCN3C(=O)C4CC=CCC4C3=O)cc2)CC1 (stereo not drawn)	-2%	14
O=C(O)CCC(=O)Nc1ccc(Cc2ccc(NC(=O)CCC(=O)O)c(O)c2)cc1O	u	x
Cc1ccc(OCC(=O)c2cc(C)n(CC(F)(F)F)c2C)c([N+](=O)[O-])n1	u	x
O=C(c1ccc(N2CCN(C(=O)c3ccc(F)c(F)c3)CC2)cc1)c1cccc(F)c1	u	x
CCc1cccc2c(C(=O)Cn3nnc(-c4ccc(OC)c(OC)c4)n3)c[nH]c12	u	x
COc1cccc(CNC(=O)Cn2cccc2)c1	12%	8
CCOC(=O)N1CCC(NC(=S)Nc2ccc3nc(N4CCN(C)CC4)cc(C)c3c2)CC1	u	x
CCOC(=O)c1c(NC(=O)CSc2nnc(-c3ccco3)o2)sc(C)c1C	u	x
CC(C)N(Cc1cc2ccccc2[nH]c1=O)C(=O)c1cccnc1	21%	x
NC1=NC(=O)C(Cc2ccc(OC(F)(F)F)cc2)S1 (stereo not drawn)	0%	8
CCC1(c2ccccc2)NC(=O)N(CC(=O)N2CCN(S(=O)(=O)c3ccccc3)CC2)C1=O (stereo not drawn)	8%	7
Cc1cc(NC(=O)CS(=O)CC(=O)Nc2c(C)cccc2C)ccc1-n1cnnn1 (stereo not drawn)	u	x
COc1cc([C@H]2c3c(cc(OC)c(O)c3OC)C[C@@H](CO)[C@@H]2CO[C@@H]2O[C@H](CO)[C@@H](O)[C@H](O)[C@H]2O)cc(OC)c1O	u	x
Cc1ccc(N=C2NC(=O)C(CC(=O)NCc3ccccc3)S2)cc1C (stereo not drawn)	u	x
NC(=S)NNc1cccc(Cl)c1	i	-1
Cc1ccc(-c2nn3c(C)nnc3s2)cc1NC(=O)C(C)C	u	x
COc1ccc(-c2nnn(CC(=O)N(CCCO)C(C(=O)NC3CCCC3)c3ccc(F)cc3)n2)cc1 (stereo not drawn)	20%	5
Cc1sc(N)nc1-c1ccc(Oc2ccccc2)cc1	u	x
O=c1cc(CN2CCOCC2)c2ccc(O)c(O)c2o1	u	x
CC(CCc1ccccc1)NC(=O)COC(=O)c1ccc(F)cc1 (stereo not drawn)	0%	-9

(cont.)
SMILES	S3 lipid droplet	S3 lipid droplet cell count max
O=C(Nc1ccccc1C(=O)N1CCOCC1)c1cccnc1	i	x
Cc1nc(C)c(C(=O)Nc2ccccc2)s1	2%	14
CCOC(=O)N1CCN(C(=O)c2ccc3c(=O)n(Cc4ccc(OC)cc4)c(=S)[nH]c3c2)CC1	9%	-2
Cc1ccccc1NC(=O)N(CCc1nc2ccccc2[nH]1)Cc1ccccc1	-6%	-5
CCOc1ccc(NC(=O)CCNS(=O)(=O)c2ccc3c(c2)CC(C)N3C(C)=O)cc1 (stereo not drawn)	i	17
COC(=O)C1NN=C(C(=O)c2ccccc2)C1c1ccccc1 (stereo not drawn)	i	-8
COc1ccc(CCNC(=O)C2CCCN(C(=O)N(C)C)C2)c(OC)c1 (stereo not drawn)	15%	-6
CCN(CC)C(=O)CSc1nnc(-n2nc(C)cc2C)c2ccccc12	u	x
Cc1cc(C(=O)N2CCC(Cc3ccccc3)CC2)c(C)o1	u	x
COC(=O)c1cc2c(s1)CS(=O)C2 (stereo not drawn)	11%	15
O=C(NCCC1=CCCCC1)C1CC(=O)N(C2CCCCC2)C1 (stereo not drawn)	-5%	x
Cc1ccc(CN2CC(C(=O)Nc3ccc4c(C)cc(=O)oc4c3)CC2=O)cc1 (stereo not drawn)	u	x
Cc1cc(S(=O)(=O)Nc2nc(CN3CCOCC3)nc3sc4c(c23)CCCC4)ccc1F	u	x
O=C(c1cc(F)c(F)cc1Cl)N1CCCc2ccccc21	17%	-18
CC(=O)NCc1cc(-c2nn(C)c(=O)c3ccccc23)ccc1C	u	x
O=C(Nc1ccc(F)cc1)NC1CCN(Cc2c(F)cccc2Cl)CC1	u	x
COc1cccc(/C=N/NC(=O)CCc2ccccc2)c1	10%	x
CC(C)n1c(=O)[nH]c2cc(C(=O)Nc3ccccc3)ccc21	-2%	3
Cc1ccccc1Nc1nc(N)nc(COC(=O)c2ccc(S(=O)(=O)N(C)C)cc2)n1	u	x
Cc1ccc2cc3cc(C(=O)N4CCCCC4C)oc3nc2c1 (stereo not drawn)	u	x
Cc1cc(C)c(C#N)c(SCSCc2ccccc2)n1	u	x
Cc1cc(NC(=O)C2C3C(=O)N(c4cccnc4)C(C(=O)NC(C)(C)C)C34C=CC2(C)O4)no1 (stereo not drawn)	15%	0
C[C@@H]1CCC(=O)N(CC[C@H](Oc2ccccc2)c2ccccc2)CC1	-8%	25
CCCn1nnnc1NCc1cccc(OC)c1OCC	i	-7
O=C(Nc1cccc(-c2cn3ccccc3n2)c1)c1cnccn1	1%	-21

(more compounds)
SMILES	S3 lipid droplet	S3 lipid droplet cell count max
CCn1ccnc1CN1CCCC(CO)(Cc2cccc(OC)c2)C1 (stereo not drawn)	-7%	-15
Cc1cccc2sc(N(CCCN(C)C)C(=O)c3ccc(S(=O)(=O)N4CCc5ccccc5C4)cc3)nc12	u	x
O=C(Nc1ccc(-c2ccccc2)cc1)c1ccccc1	i	18
COc1ccc(NC2CCCN(C(=O)CSc3ccccc3)C2)cc1 (stereo not drawn)	i	4
Cn1c(=O)oc2cc(S(=O)(=O)NCCc3ccccc3)ccc21	19%	-10
COc1ccc(-c2nnc(NC(=O)c3ccc(S(=O)(=O)N4CCCc5ccccc54)cc3)o2)cc1	u	x
O=C(C[n+]1ccccc1)N/N=C/c1ccccc1Cl	11%	5
O=C(Nn1cnc2ccccc2c1=O)c1ccccc1	4%	5
CC(=O)Nc1ccc(OCC(O)CNC2CCCC2)cc1 (stereo not drawn)	-14%	x
COc1cc(/C(O)=C(\C#N)c2nc3ccccc3[nH]2)cc(OC)c1OC	u	x
COc1cccc(C2CC(c3cccs3)=NN2C(=O)CSc2nc3c(cnn3-c3ccc(F)cc3)c(=O)[nH]2)c1OC (stereo not drawn)	2%	21
COC(=O)c1c(NC(=S)Nc2ccc(C(=O)N3CCOCC3)cc2)sc2c1CCC2	3%	x
CC(=O)c1ccc(OCCN2CCOCC2)cc1	-3%	10
COc1ccccc1CNS(=O)(=O)c1ccc(-c2cnc(C3CC3)o2)cc1	u	x
CC(=O)Nc1nc(CCN2C(=O)c3ccccc3C2=O)cs1	u	x
Cc1ccc(/C=N/NC(=O)NC23CC4CC(CC(C4)C2)C3)o1	-9%	-22
O=C(COc1ccccc1)N1CCN(C(=O)Cc2ccccc2)CC1	11%	9
Cc1ccc(C(=O)NCCNC(=O)c2ccco2)cn1	u	x
Brc1ccc(-c2csc(N3CCc4ccccc4C3)n2)cc1	-15%	-3
CCOC(=O)c1cnc2ccc(C)cc2c1Nc1ccc(N2CCOCC2)cc1	u	x
COc1ccccc1NC(=O)CN1C(=O)CSC(C)C1=O (stereo not drawn)	4%	23
CCOc1ccccc1N(CC(=O)NC1CCCCC1)C(=O)CCCC(=O)Nc1ccccn1	u	x
CNS(=O)(=O)c1cn(CC(=O)NCc2ccc(N(C)C)cc2)cc1S(=O)(=O)NC	i	-25
C/C(=N\NS(=O)(=O)c1ccccc1)c1ccc2c(c1)OCO2	u	x
COc1ccc(OCCC(=O)c2ccc(OC)cc2)cc1	u	x

Gathered by group, those above containing a Cl atom
SMILES	S3 lipid droplet	S3 lipid droplet cell count max
O=C(NNC(=O)C1CCC1)c1ccc(Cl)cc1	5%	3
Cc1ccc(/C=N/NC(=O)NN(C)c2ncc(C(F)(F)F)cc2Cl)cc1	3%	2
O=C1c2oc3ccc(Cl)cc3c(=O)c2C(c2cccc(Br)c2)N1CCO (stereo not drawn)	u	x
Cc1cccc(N(Cc2ccccc2)C(=O)c2cc(S(=O)(=O)N3CCOCC3)ccc2Cl)c1	u	x
CC(Oc1ccc(Cl)cc1Cl)C(=O)NNC(=O)[C@@H]1CCCC[C@@H]1C(=O)O (stereo partly drawn)	6%	-3
NC(=S)NNc1cccc(Cl)c1	i	-1
O=C(c1cc(F)c(F)cc1Cl)N1CCCc2ccccc21	17%	-18
O=C(Nc1ccc(F)cc1)NC1CCN(Cc2c(F)cccc2Cl)CC1	u	x
O=C(C[n+]1ccccc1)N/N=C/c1ccccc1Cl	11%	5

(further entries)
SMILES	S3 lipid droplet	S3 lipid droplet cell count max
CSc1cccc(NC(=O)Nc2nc3c(C)cccc3s2)c1	-7%	1
COc1ccc(CNc2cc(NCCCO)c([N+](=O)[O-])c3nonc23)cc1	-4%	1
Cc1ccccc1C(=O)Nc1ccccn1	6%	3
Cc1cc2[nH]c(=O)c(=O)[nH]c2cc1S(=O)(=O)NCc1ccccc1	u	x
O=C(Nc1ccccc1-c1ccccc1)c1cc(C(F)(F)F)cc(C(F)(F)F)c1	6%	0
COc1ccc(NS(=O)(=O)c2cc(NC(=O)c3cnccn3)ccc2N2CCCC2)cc1	u	x
COc1cccc(OC)c1C(=O)Nc1cccc(-c2ccc(N3CCOCC3)nn2)c1	u	x
CCn1cnc2cc(NCc3cccs3)ccc21	21%[9.22 µM]	3
COc1ccc(NC(=O)c2ccco2)cn1	i	-29
c1ccc(CCSc2nccn2-c2ccccc2)cc1	-6%	12
C=C(C)Cn1c(-c2cccc([N+](=O)[O-])c2)n[nH]c1=S	4%	15
O=C(Nc1cccnc1)c1ccc(Cl)c([N+](=O)[O-])c1	u	x

An excerpt from above in order of count of non-hydrogen atoms, low to high:
SMILES	S3 lipid droplet	S3 lipid droplet cell count max
COc1ccc(NC(=O)c2ccco2)cn1	i	-29
CCn1cnc2cc(NCc3cccs3)ccc21	21%[9.22 µM]	3
c1ccc(CCSc2nccn2-c2ccccc2)cc1	-6%	12
Cc1cc2[nH]c(=O)c(=O)[nH]c2cc1S(=O)(=O)NCc1ccccc1	u	x
O=C(Nc1ccccc1-c1ccccc1)c1cc(C(F)(F)F)cc(C(F)(F)F)c1	6%	0
COc1ccc(NS(=O)(=O)c2cc(NC(=O)c3cnccn3)ccc2N2CCCC2)cc1	u	x
